Screening results as filed in PubChem.
FLuc inh counter – firefly luciferase enzyme inhibitors, primary screen, artefact control for luciferase-based inhibitor screens, biochemical, luminescence, ATPLite | hit rate 1.5% among 200,000 | inhibition, % at 10 µM | 10 min | Luciferin 4-monooxygenase (Photinus pyralis), P08659;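 active = inhibition above about 50% when tested at 10 µM, limit read from the data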
STAT1 activator – STAT1 signaling activators, primary screen, cell-based, HTS, luciferase reporter; activation (% of control), % at 5.5 µM; hit rate 2.6% among 200,000; NIH 3T3 STAT1-luciferase reporter, IFN-gamma, luminescence; 100% = IFN-gamma alone, no compound;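 active = activation above the screen-wide mean activation plus 3 SD, cut at about 130% in these data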;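 also: raw ratio to IFN-gamma control signal so 100% means no change and 0% no light; values of inactives mirror those of a sister screen read the other way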
Diaphorase act – compounds boosting diaphorase resazurin reduction – biochemical, uHTS, resorufin fluorescence, counter-screen for diaphorase-coupled primary assays, primary screen; hit rate 0.005% among 190,000; Diaphorase/resazurin coupled assay, 16 min; active compounds read high; 1 = vehicle wells, 0 = NADH-free wells; activation factor at 20 µM;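 active = diaphorase activity raised at least twofold by the compound at 20 µM; inactive = activation factor below 2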
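Assay system: Purified diaphorase enzyme from Clostridium kluyveri | Amount: Enzyme 0.07 U/mL final | Dosing: Compound 20 µM once, DMSO 1% | Timing: 16 min reaction at room temperature | Detection: Fluorescence, excitation 544 nm and emission 590 nm | Evaluation: Higher resorufin formation from activation or reduction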
TLR4 MyD88 comp – inhibitors of TLR4-MyD88 association in cells, primary screen, cell-based, HeLa CL3-4, BLA complementation, FRET ratio; hit rate 0.18% among 200,000; HeLa CL3-4 TLR4/MyD88 BLA complementation; inhibition, % at 8.4 µM; in the data active = inhibition above about 25%;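 also: 0% = vehicle and 100% = reference inhibitor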
Target sequence (O00206 whole entry, looked up): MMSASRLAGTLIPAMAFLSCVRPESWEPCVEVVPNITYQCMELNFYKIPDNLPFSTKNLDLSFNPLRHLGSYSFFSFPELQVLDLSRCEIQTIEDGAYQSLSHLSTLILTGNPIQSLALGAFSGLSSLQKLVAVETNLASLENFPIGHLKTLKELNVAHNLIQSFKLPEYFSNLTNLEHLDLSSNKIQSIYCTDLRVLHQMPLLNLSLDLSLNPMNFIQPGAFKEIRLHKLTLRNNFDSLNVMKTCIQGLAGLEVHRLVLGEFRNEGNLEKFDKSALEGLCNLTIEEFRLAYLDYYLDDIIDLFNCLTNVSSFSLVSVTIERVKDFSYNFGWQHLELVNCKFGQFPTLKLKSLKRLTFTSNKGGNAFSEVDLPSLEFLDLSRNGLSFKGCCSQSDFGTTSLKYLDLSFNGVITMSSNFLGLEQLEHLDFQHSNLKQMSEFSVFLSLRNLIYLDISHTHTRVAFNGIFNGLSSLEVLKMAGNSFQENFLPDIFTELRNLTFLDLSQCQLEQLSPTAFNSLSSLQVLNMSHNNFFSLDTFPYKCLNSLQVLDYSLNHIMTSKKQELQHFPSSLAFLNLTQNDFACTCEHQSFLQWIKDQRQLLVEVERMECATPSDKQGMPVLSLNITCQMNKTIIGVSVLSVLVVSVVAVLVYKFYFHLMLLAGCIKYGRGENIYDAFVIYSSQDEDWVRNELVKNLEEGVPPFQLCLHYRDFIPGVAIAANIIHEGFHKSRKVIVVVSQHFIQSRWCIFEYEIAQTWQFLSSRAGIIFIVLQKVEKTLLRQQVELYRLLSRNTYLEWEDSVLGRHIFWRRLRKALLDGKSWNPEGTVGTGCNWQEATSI
Target sequence (Q99836 whole entry, looked up): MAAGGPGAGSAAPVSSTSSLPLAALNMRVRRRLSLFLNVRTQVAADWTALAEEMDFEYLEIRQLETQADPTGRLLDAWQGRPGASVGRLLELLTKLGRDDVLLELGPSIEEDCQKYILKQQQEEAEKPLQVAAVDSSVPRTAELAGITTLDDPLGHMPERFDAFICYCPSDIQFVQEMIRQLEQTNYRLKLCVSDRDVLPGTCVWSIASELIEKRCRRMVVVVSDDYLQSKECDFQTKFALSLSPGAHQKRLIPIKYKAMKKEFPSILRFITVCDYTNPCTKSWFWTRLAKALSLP
APP 5UTR inh – inhibitors of APP translation via 5'UTR reporter, primary screen, APP 5'UTR luciferase, SH-SY5Y cells; hit rate 0.82% among 190,000; inhibition, % at 2 µM; SH-SY5Y APP 5'UTR-luciferase reporter, luminescence;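 active = inhibition above a set limit, derived from the sample mean plus 3 SD, cut at about 45% in these data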; also: values of inactives mirror those of a sister screen read the other way
NF-kB neuron act – activators of NF-kB expression in neurons, primary screen, cell-based, HTS; human neuronal cells, NF-kB reporter expression; active compounds read high; fold change at 12.5 µM; hit rate 1.6% among 190,000; AID 1239, 2008; in the data active = fold change above about 3.3
FLuc stim CS – FLuc activators, initial screening, artefact control for FLuc-dependent activation tests, biochemical, ATPlite luminescence; AID 1027, 2008; activation factor at 10 µM; 200,000 tested, under 10 active; ATPlite luciferase biochemical, 10 min; 0 = ATP-free wells, 1 = DMSO control;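 active = luciferase activation factor, scaled between plate controls, of at least 2 with compound at 10 µM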
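Assay system: Luciferase/luciferin detection reagent, cell-free biochemical luciferase assay / Read-out: luciferase activation / Benchmarks: No-ATP low control, compound-free enzyme-plus-ATP high control / Medium: PBS buffer for ATP / Detection: luminescence measurement of luciferase light output / Schedule: 10 min at ambient temperature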
APP 5'UTR act – activators of APP 5'UTR luciferase reporter, primary screen, SH-SY5Y cells; SH-SY5Y APP 5'UTR luciferase reporter, luminescence; zero percent = DMSO vehicle wells; activation, % at 2 µM; hit rate 1% among 190,000; AID 1276, 2008;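 active = activation above a set limit, based on mean plus 3 SD of controls, cut at about 140% in these data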; also: values of inactives mirror those of a sister screen read the other way
G6PDH CS – L. mesenteroides G6PDH inhibitors, counter-screen for G6PDH-coupled screening assays, biochemical, Leuconostoc mesenteroides enzyme. glucose-6-phosphate dehydrogenase [Leuconostoc mesenteroides]. Purified L. mesenteroides G6PDH, diaphorase/resazurin coupled fluorescence, 45 min. inhibition, % at 5 µM. hit rate 0.12% among 200,000; in the data active = inhibition above about 50%
Diaph inh CS – diaphorase inhibitors and chemical oxidizers, primary screen, counter-screen for diaphorase-coupled primary assays, biochemical, uHTS, resorufin fluorescence; diaphorase resazurin-to-resorufin fluorescence, NADH, 16 min; bacterial (C. kluyveri) enzyme, not human; hit rate 0.69% among 190,000; inhibition, % at 20 µM; AID 1217, 2008;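 active = primary screen inhibition at 20 µM above a set limit, cut at about 50% in these data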;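 also: plate controls were DMSO with full reaction for no effect and wells lacking NADH for full effect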
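Detection: fluorescence of resorufin formed from resazurin, Ex 544/Em 590 nm; test system: Clostridium kluyveri diaphorase enzyme; amount: 0.14 U/mL diaphorase, enzyme working solution; times: 16-min room-temperature incubation before reading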
* = called active by the depositor.

Screening O=C(CSc1nnc(CCCO)n1-c1ccccc1)Nc1nccs1 returned FLuc inh counter -7.7, STAT1 activator 99.2, Diaphorase act 0.9, TLR4 MyD88 comp -5.3, APP 5UTR inh -12.3, NF-kB neuron act 1.08, FLuc stim CS 1.1, APP 5'UTR act 12.3, G6PDH CS 10.5 and Diaph inh CS 13.3.
`COCCCNC(=S)NNC(=O)c1ccoc1C` gave FLuc inh counter -0.4, STAT1 activator 95.9, Diaphorase act 1, TLR4 MyD88 comp 1.6, APP 5UTR inh -2.1, NF-kB neuron act 1.25, FLuc stim CS 1, APP 5'UTR act 2.1, G6PDH CS 7.3 and Diaph inh CS 3.7.
For C1=Nc2ccccc2CN1c1ccccc1 the results were FLuc inh counter 13.3, STAT1 activator 130.2*, Diaphorase act 1.1, TLR4 MyD88 comp 1.0, APP 5UTR inh -19.4, NF-kB neuron act 1.97, FLuc stim CS 0.9, APP 5'UTR act 19.4, G6PDH CS 8.8 and Diaph inh CS -6.4.
For CCc1ccc(NC(=O)COc2ccc(/C=C(/C#N)c3nc4ccccc4[nH]3)cc2OC)cc1 the results were FLuc inh counter 6.8, STAT1 activator 105.5, Diaphorase act 0.9, TLR4 MyD88 comp -6.6, APP 5UTR inh -3.3, NF-kB neuron act 0.97, FLuc stim CS 0.9, APP 5'UTR act 3.2, G6PDH CS -15.9 and Diaph inh CS 14.3.
For CCOc1ccccc1-n1c(N)c(C(N)=O)sc1=S the results were FLuc inh counter -0.4, STAT1 activator 94.5, Diaphorase act 0.9, TLR4 MyD88 comp -0.4, APP 5UTR inh 7.0, NF-kB neuron act 1.33, FLuc stim CS 1, APP 5'UTR act -7.0, G6PDH CS 6.7 and Diaph inh CS 7.4.
For CCN1C(=O)C(c2ccc(O)cc2)(c2ccc(O)cc2)c2ccccc21 the results were FLuc inh counter -5.1, STAT1 activator 95.7, Diaphorase act 0.8, TLR4 MyD88 comp -8.0, APP 5UTR inh 20.1, NF-kB neuron act 1.03, FLuc stim CS 1.1, APP 5'UTR act -20.1, G6PDH CS 12.5 and Diaph inh CS 16.6.
For CCc1ccccc1N(C(C)=O)c1nc(CN=C=S)cs1 the results were FLuc inh counter -3.6, STAT1 activator 87.6, Diaphorase act 0.9, TLR4 MyD88 comp -0.2, APP 5UTR inh -7.2, NF-kB neuron act 1.53, FLuc stim CS 1, APP 5'UTR act 7.2, G6PDH CS 1.8 and Diaph inh CS 7.2.
For CCCCC[n+]1ccn(C2=C([O-])c3ccccc3C(=O)/C2=N\S(=O)(=O)c2ccccc2)c1 the results were FLuc inh counter 2.3, STAT1 activator 100.4, Diaphorase act 0.9, TLR4 MyD88 comp -9.6, APP 5UTR inh 2.5, NF-kB neuron act 0.47, FLuc stim CS 1, APP 5'UTR act -2.5, G6PDH CS 54.9* and Diaph inh CS 5.7.
Screening CCOC(=O)c1nc(NCCc2ccccc2)sc1C returned FLuc inh counter 0.0, STAT1 activator 132.1*, Diaphorase act 1, TLR4 MyD88 comp 10.9, APP 5UTR inh -14.9, NF-kB neuron act 2.39, FLuc stim CS 1, APP 5'UTR act 14.8, G6PDH CS 9.9 and Diaph inh CS -1.9.
Screening Nc1ccccc1NC(=O)c1ccccc1 returned FLuc inh counter -3.6, STAT1 activator 103.7, Diaphorase act 0.9, TLR4 MyD88 comp 5.3, APP 5UTR inh -43.8, NF-kB neuron act 3.93*, FLuc stim CS 1, APP 5'UTR act 43.8, G6PDH CS -5.7 and Diaph inh CS 13.7.
Screening Cn1c(-c2sccc2OCc2ccccc2)n[nH]c1=S returned FLuc inh counter 5.5, STAT1 activator 94.0, Diaphorase act 0.9, TLR4 MyD88 comp -3.0, APP 5UTR inh -6.1, NF-kB neuron act 1.05, FLuc stim CS 0.9, APP 5'UTR act 6.1, G6PDH CS 7.8 and Diaph inh CS 8.0.
For O=c1cc(CN2CCN(c3ccc(O)cc3)CC2)nc2scc(-c3ccccc3)n12 the results were FLuc inh counter -9.4, STAT1 activator 92.9, Diaphorase act 0.7, TLR4 MyD88 comp -18.2, APP 5UTR inh 7.7, NF-kB neuron act 1.34, FLuc stim CS 1.1, APP 5'UTR act -7.7, G6PDH CS 10.1 and Diaph inh CS 27.0.
Screening Cc1ccc(C)c(C(=O)CSc2nc3ccccc3c(=O)[nH]2)c1 returned FLuc inh counter -10.2, STAT1 activator 105.5, Diaphorase act 1, TLR4 MyD88 comp 1.9, APP 5UTR inh -13.7, NF-kB neuron act 1.55, FLuc stim CS 1.1, APP 5'UTR act 13.7, G6PDH CS 5.4 and Diaph inh CS -4.0.
For O=c1c(Cc2ccccc2)c(O)ccn1Cc1ccc2c(c1)OCO2 the results were FLuc inh counter -6.6, STAT1 activator 98.3, Diaphorase act 0.9, TLR4 MyD88 comp 5.2, APP 5UTR inh 4.3, NF-kB neuron act 1.25, FLuc stim CS 1.1, APP 5'UTR act -4.3, G6PDH CS -3.1 and Diaph inh CS 7.0.
CCOc1cc(NS(=O)(=O)c2ccc(NC(C)=O)cc2)c(OCC)cc1NC(=O)C(C)C was read as FLuc inh counter -5.6, STAT1 activator 98.0, Diaphorase act 0.7, TLR4 MyD88 comp 11.3, APP 5UTR inh 13.8, NF-kB neuron act 1.05, FLuc stim CS 1.1, APP 5'UTR act -13.8, G6PDH CS 4.0 and Diaph inh CS 34.5.
Screening COc1ccc(/C=C(\C#N)C(=O)OCC(=O)NCc2ccc(Cl)cc2)cc1 returned FLuc inh counter -6.6, STAT1 activator 102.2, Diaphorase act 1, TLR4 MyD88 comp -1.8, APP 5UTR inh 10.2, NF-kB neuron act 1.14, FLuc stim CS 1.1, APP 5'UTR act -10.2, G6PDH CS 9.1 and Diaph inh CS 4.2.
For O=C(CCN1CCN(C(=O)c2ccco2)CC1)Nc1ccc(F)cc1 the results were FLuc inh counter -6.1, STAT1 activator 100.4, Diaphorase act 0.9, TLR4 MyD88 comp 5.3, APP 5UTR inh -4.3, NF-kB neuron act 1.18, FLuc stim CS 1.1, APP 5'UTR act 4.3, G6PDH CS -6.8 and Diaph inh CS 6.9.
Screening COc1ccc(OC)c(Nc2nc(N)nc(CSc3nnc(-c4ccncc4)o3)n2)c1 returned FLuc inh counter -2.7, STAT1 activator 94.9, Diaphorase act 0.9, TLR4 MyD88 comp 10.3, APP 5UTR inh 4.2, NF-kB neuron act 1.04, FLuc stim CS 1, APP 5'UTR act -4.2, G6PDH CS 2.2 and Diaph inh CS 10.2.
COc1ccc(N(C(=O)CNC(=O)c2cccs2)C(C(=O)NC2CCCC2)c2cccnc2)cc1 (stereo not drawn) was read as FLuc inh counter -4.8, STAT1 activator 95.4, Diaphorase act 0.9, TLR4 MyD88 comp -6.1, APP 5UTR inh -4.8, NF-kB neuron act 0.89, FLuc stim CS 1, APP 5'UTR act 4.8, G6PDH CS 13.5 and Diaph inh CS 13.7.
Screening COc1ccc(N2CCCCn3c2nc2c3c(=O)[nH]c(=O)n2C)cc1 returned FLuc inh counter -6.2, STAT1 activator 95.0, Diaphorase act 0.8, TLR4 MyD88 comp 3.9, APP 5UTR inh 19.4, NF-kB neuron act 1.53, FLuc stim CS 1.1, APP 5'UTR act -19.4, G6PDH CS -4.3 and Diaph inh CS 20.4.

Of the compounds above, 3 contain an aryl thioether with sulfur outside any ring.
Screening O=C(CSc1nnc(CCCO)n1-c1ccccc1)Nc1nccs1 returned FLuc inh counter -7.7, STAT1 activator 99.2, Diaphorase act 0.9, TLR4 MyD88 comp -5.3, APP 5UTR inh -12.3, NF-kB neuron act 1.08, FLuc stim CS 1.1, APP 5'UTR act 12.3, G6PDH CS 10.5 and Diaph inh CS 13.3.
Screening Cc1ccc(C)c(C(=O)CSc2nc3ccccc3c(=O)[nH]2)c1 returned FLuc inh counter -10.2, STAT1 activator 105.5, Diaphorase act 1, TLR4 MyD88 comp 1.9, APP 5UTR inh -13.7, NF-kB neuron act 1.55, FLuc stim CS 1.1, APP 5'UTR act 13.7, G6PDH CS 5.4 and Diaph inh CS -4.0.
Screening COc1ccc(OC)c(Nc2nc(N)nc(CSc3nnc(-c4ccncc4)o3)n2)c1 returned FLuc inh counter -2.7, STAT1 activator 94.9, Diaphorase act 0.9, TLR4 MyD88 comp 10.3, APP 5UTR inh 4.2, NF-kB neuron act 1.04, FLuc stim CS 1, APP 5'UTR act -4.2, G6PDH CS 2.2 and Diaph inh CS 10.2.

(next part)
Screening COc1ccc(C(=O)CSc2nn3c(=O)c(C(C)(C)C)nnc3s2)cc1 returned FLuc inh counter -8.7, STAT1 activator 99.4, Diaphorase act 0.8, TLR4 MyD88 comp 6.1, APP 5UTR inh -18.1, NF-kB neuron act 1.52, FLuc stim CS 1.1, APP 5'UTR act 18.1, G6PDH CS 5.9 and Diaph inh CS 16.1.
N#CC1=C(SCC(=O)NC23CC4CC(CC(C4)C2)C3)NC(=O)C(C#N)C12CCCCC2 (stereo not drawn) was read as FLuc inh counter -6.5, STAT1 activator 90.3, Diaphorase act 0.7, TLR4 MyD88 comp 6.4, APP 5UTR inh -16.4, NF-kB neuron act 0.62, FLuc stim CS 1.1, APP 5'UTR act 16.4, G6PDH CS 9.8 and Diaph inh CS 29.4.
CCOC(Cn1c(-c2ccc(OC)cc2)nc2ccccc21)OCC was read as FLuc inh counter 1.2, STAT1 activator 105.2, Diaphorase act 0.9, TLR4 MyD88 comp -8.8, APP 5UTR inh 1.4, NF-kB neuron act 0.89, FLuc stim CS 1, APP 5'UTR act -1.4, G6PDH CS 2.8 and Diaph inh CS 10.8.
Screening COc1ccc(-c2nnc(SCC(=O)Nc3ccccc3)n2C)cc1 returned FLuc inh counter -5.1, STAT1 activator 98.1, Diaphorase act 0.9, TLR4 MyD88 comp 1.8, APP 5UTR inh -8.2, NF-kB neuron act 1.28, FLuc stim CS 1.1, APP 5'UTR act 8.2, G6PDH CS 6.6 and Diaph inh CS 12.5.
Screening CCOC(=O)CSc1n[nH]c(NC(=O)c2ccccc2)n1 returned FLuc inh counter -4.6, STAT1 activator 89.1, Diaphorase act 0.8, TLR4 MyD88 comp 1.0, APP 5UTR inh -1.2, NF-kB neuron act 1.19, FLuc stim CS 1, APP 5'UTR act 1.2, G6PDH CS 0.6 and Diaph inh CS 17.6.
CN(Cc1nc(-c2ccc3c(c2)OCO3)no1)CC1(N2CCOCC2)CCCCC1 was read as FLuc inh counter -4.7, STAT1 activator 111.8, Diaphorase act 0.8, TLR4 MyD88 comp 10.1, APP 5UTR inh 19.6, NF-kB neuron act 1.35, FLuc stim CS 1, APP 5'UTR act -19.6, G6PDH CS -1.2 and Diaph inh CS 19.9.
